Screens deposited in PubChem BioAssay by Sanford-Burnham Center for Chemical Genomics.
APJ antagonist – APJ receptor antagonism; P35414; CHO-K1 APJ beta-arrestin complementation, luminescence; inhibition, % at 20 µM; 330,000 compounds, 0.32% hits;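 active = inhibition above about 40% at 20 µM, limit read from the data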;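 note: cells challenged with 10 nM apelin-13 agonist together with compound; plate controls were apelin-13 plus DMSO wells for no effect and DMSO wells lacking apelin-13 for full effect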
Target sequence (P35414 whole entry, looked up): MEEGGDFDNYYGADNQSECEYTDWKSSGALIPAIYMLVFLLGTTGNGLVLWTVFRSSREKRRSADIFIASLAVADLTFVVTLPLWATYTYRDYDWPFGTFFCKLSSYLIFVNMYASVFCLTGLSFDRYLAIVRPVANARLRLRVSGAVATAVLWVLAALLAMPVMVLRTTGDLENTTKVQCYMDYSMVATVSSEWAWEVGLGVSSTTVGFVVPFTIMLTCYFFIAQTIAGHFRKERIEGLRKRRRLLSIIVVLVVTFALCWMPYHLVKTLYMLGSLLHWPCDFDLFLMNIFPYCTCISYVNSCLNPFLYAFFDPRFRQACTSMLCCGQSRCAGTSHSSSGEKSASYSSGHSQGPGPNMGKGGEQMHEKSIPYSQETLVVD
MPTP inh – permeability transition pore inhibition. isolated mouse mitochondria, Ca2+ swelling absorbance, 30 min. inhibition, % at 10 µM. 360,000 compounds, 1.4% hits. AID 602449;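 active = inhibition of 50% or more, scaled per plate between neutral and stimulator controls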;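 note: 0% = DMSO wells given calcium and 100% = 1 mM EGTA wells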
tim10-1 inh – inhibits growth of tim10-1 mutant yeast; S. cerevisiae tim10-1 ts strain growth, BacTiter-Glo, 24 h; inhibition, % at 20 µM; 330,000 compounds, 2.2% hits;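 active = inhibition of at least 40%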;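 note: mutant grown at 25 °C; 0% = DMSO wells with yeast and 100% = wells holding no yeast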
tim23-1 inh – tim23-1 yeast growth inhibition. S. cerevisiae tim23-1 growth, BacTiter-Glo luminescence, 24 h. inhibition, % at 20 µM. 330,000 compounds, 1.3% hits. AID 463212;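 active = growth inhibition of the mutant yeast at or above 50%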;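 note: temperature-sensitive mutant grown at 25 °C; plate controls were DMSO-treated mutant yeast for no effect and medium wells lacking yeast for full effect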
TIM10 inh – inhibits growth of TIM10 yeast strain; inhibition, % at 10 µM; 330,000 compounds, 1.4% hits; AID 463195; S. cerevisiae TIM10 strain growth, BacTiter-Glo luminescence, 24 h;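 active = inhibition of 40% or more at the single tested concentration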;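 note: wild-type TIM10 isogenic control strain grown at permissive 25 °C; 0% = DMSO yeast wells and 100% = minimal medium wells without yeast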
NALP3 yeast inh – NALP3 inhibition in yeast; Yeast reconstituted NLRP3/ASC/caspase-1, beta-gal luminescence, 24 h; inhibition, % at 10 µM; 330,000 compounds, 0.39% hits; AID 2825;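 active = inhibition of 50% or more; inactive = inhibition below 50%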;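 note: plate controls were induced DMSO wells for no effect and uninduced yeast grown without galactose for full effect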
MIN6 prolif – MIN6 beta-cell proliferation induction | MIN6 cells proliferation, ATPlite luminescence, 48 h; cells starved in 0.2% serum; 100% = growth in 10% serum | proliferation, % at 10 µM | 330,000 compounds, 0.29% hits | AID 2380;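 active = compounds whose signal lies at least 3.5 SD above the mean of all wells on their plate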;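 note: 0% = DMSO-treated cells in low-serum medium and 100% = 10% serum control; some compounds called inactive have numbers as strong as hits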
APJ agonist – APJ receptor agonism; P35414; CHO-K1 APJ PathHunter beta-arrestin, luminescence; 0% DMSO wells, 100% apelin; activation, % at 20 µM; 330,000 compounds, 0.11% hits;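 active = activation more than six SD over the plate average, tested at 20 µM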;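 note: 0% = DMSO alone and 100% = apelin-13 at 10 nM; some results filed as inactive read as strong as hits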
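Test system – PathHunter CHO-K1 APJ (AGTRL-1) beta-arrestin reporter cells · Input – 1000 cells/well · Compound – single test compound dose, 20 µM final, 1% DMSO · Times – compound stimulation 90 min at 25 °C, detection 60 min · Technique – beta-gal luminescence · Read-out basis – APJ–arrestin association signal · Control set – negative DMSO alone, positive Apelin-13 at 10 nM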
NR3A LBD binder – modulates the human NR3A ligand-binding domain; NR3A LBD differential scanning fluorimetry, Tm shift; 0% = protein alone, 100% = glycine-bound protein; Tm shift relative to glycine control, % at 25 µM; 340,000 compounds, 2.5% hits;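 active = melting temperature shift of at least 10% of the positive control shift, at one fixed dose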
* hit, by the source's call; / = no result given; & = joins results of further samples.

canonical_smiles | APJ antagonist | MPTP inh | tim10-1 inh | tim23-1 inh | TIM10 inh | NALP3 yeast inh | MIN6 prolif | APJ agonist | NR3A LBD binder
c1ccc(SCc2nc(-c3ccncc3)n[nH]2)nc1 | 12 | -0.7 | 3 | -1 | 8 | 11 | -4 | 2 | -3
COc1ccc(N2CCN(Cc3cc(=O)oc4ccc(Cl)cc34)CC2)cc1 | -2 | 1.9 | 13 | -16 | 7 | 9 | 1 | 10 | 1
Cc1ccccc1CSc1nc2c(c(=O)[nH]1)CCC2 | 0 | 0.6 | 24 | 30 | 17 | -5 | -1 | -4 | 1
O=C(COC(=O)C1CC2CCCC(C1)C2=O)Nc1ccc(Cl)cn1 (centres undefined) | -16 | -1.7 | -4 | 11 | 5 | 2 | 2 | 0 | 2
O=C(COC(=O)CCc1c[nH]c2ccccc12)NCCc1ccccc1 | -3 | -1.5 | 22 | 26 | 6 | 13 | -3 | -9 | 5
O=C1OCc2nc3cc4c(cc3c(-c3ccc(F)cc3)c21)OCO4 | -3 | -0.7 | 12 | 5 | -16 | 21 | -2 | -2 | 1
CCc1noc(C)c1C(=O)OC(C)C(=O)c1c(C)[nH]c2ccccc12 (centres undefined) | -10 | 0.7 | 29 | 33 | 15 | 10 | 0 | 7 | -4
COCCNC(=O)c1cc(-c2ccncc2)nc2ccc(S(=O)(=O)N3CCOCC3)cc12 | -9 | -0.9 | 14 | 16 | 1 | 9 | -3 | -1 | 1
O=C(CCn1c(=O)oc2ccccc21)Nc1cccc(Cl)c1 | 10 | -0.7 | 13 | 21 | -5 | 23 | 8 | 1 | -2
COc1cccc(NC(=S)N2CCn3cccc3C2c2cccnc2)c1 (centres undefined) | -4 | -4.9 | 14 | 8 | 2 | -2 | 1 | 3 | -1
COc1ccc(C)cc1NC(=O)CCc1c(C)nn(-c2ccc(N3CCCCC3)nn2)c1C | 10 | -2.5 | 23 | 27 | 13 | 12 | 0 | 2 | 2
CN1CCN(CCCNC(=O)c2ccc(CS(=O)(=O)c3ccc(Br)cc3)o2)CC1 | 6 | -0.7 | -7 | 9 | 5 | -26 | 1 | -2 | 2
O=C(COC(=O)Cc1c(Cl)cccc1Cl)Nc1ccccc1-c1ccccc1 | 3 | 1.0 | 18 | 35 | 32 | 8 | -2 | -2 | 2
CCCc1cc(=O)[nH]c(SCC)n1 | -15 | -0.4 | 2 | 9 | -8 | -3 | 2 | -1 | -4
COc1ccc(-c2noc(N3CCCC(C(=O)Nc4ccc(C(C)=O)cc4)C3)n2)cc1 (centres undefined) | -5 | 0.6 | 6 | -7 | -26 | 23 | 0 | -2 | -12
CCOC(=O)CNc1nc(OCC#N)nc(N2CCOCC2)n1 | 20 | -1.1 | 11 | 1 | -11 | 5 | 0 | -1 | 1
COC(=O)CSc1ncnc2scc(-c3ccccc3)c12 | -3 | -1.3 | -9 | 27 | -18 | 7 | 2 | -3 | -3
CCOC(=O)c1ccc(/C=C2\c3ccccc3C(=O)N2c2ccccc2)cc1F | 14 | 1.3 | 0 | 4 | 21 | 16 | -6 | -4 | -4
O=C(NC(NC(=S)N1CCOCC1)C(Cl)(Cl)Cl)c1cccc2ccccc12 (centres undefined) | 11 | 3.1 | 20 | 3 | 4 | 4 | 1 | -2 | -3
O=C(NCc1ccc2c(c1)OCO2)c1cc(COc2c(F)cccc2F)on1 | -2 | -1.5 | 2 | 13 | -7 | 19 | -1 | -4 | 4

Next results follow:
canonical_smiles | APJ antagonist | MPTP inh | tim10-1 inh | tim23-1 inh | TIM10 inh | NALP3 yeast inh | MIN6 prolif | APJ agonist | NR3A LBD binder
Cc1cc(F)ccc1NC(=O)Cn1c(C)csc1=O | 12 | -0.5 | 5 | -15 | 3 | -6 | 0 | -3 | 0
Cc1cc(C)cc(OCC(=O)NCCN2CCOCC2)c1 | 6 | -0.3 | 0 | 10 | -10 | 8 | -3 | -3 | -1
CCSCc1nnc(SCC(=O)Nc2ccc(OC)cc2)n1C | -33 | 0.8 | 19 | 19 | -11 | 7 | -2 | -1 | -1
COc1ccccc1C(CNC(=O)c1cccc(NS(=O)(=O)c2ccc(Br)cc2)c1)N(C)C (centres undefined) | 16 | 7.7 | -11 | 6 | 8 | 4 | -1 | -2 | 1
CC(C)c1ccc(OCc2ccc(C(=O)O)o2)cc1 | 24 | 3.0 | -3 | 4 | 13 | -4 | -4 | -3 | -2
COc1cc(/C=C\C(=O)Nc2cc(=O)n(C)c(=O)n2C)cc(OC)c1OC | 10 | -0.9 | 14 | 1 | 14 | -2 | -2 | 3 | -2
O=C(CCc1ccc(Oc2cc([N+](=O)[O-])cc([N+](=O)[O-])c2)cc1)NC1CCCC1 | -11 | 6.3 | 37 | 27 | 36 | 0 | -1 | 2 | 1
Cc1ccc(NC(=O)COC(=O)Cn2c(C)csc2=O)cc1 | 5 | 0.4 | 1 | 2 | 10 | 4 | 2 | -2 | 3
Cc1cc(NC(=O)CSc2nc(C3CCCCC3)nc3ccccc23)no1 | 9 | -1.2 | 3 | 6 | -8 | 22 | 1 | -8 | -8
COc1cc(NC(=O)c2cccs2)c(OC)cc1NC(=O)CCC(=O)Nc1cccc2ncccc12 | 0 | -2.6 | 2 | -4 | -4 | 11 | 1 | -2 | -1
COc1ccc(NC(=S)NCc2cccs2)cc1OC | 0 | -0.2 | 22 | -1 | 21 | 6 | -2 | -2 | 1
CN(Cc1ccccc1)C1CCCN(C(=O)c2ccc(Cl)s2)C1 (centres undefined) | 5 | 1.8 | 0 | -3 | 1 | 22 | 1 | -6 | 0
CCCCNC(=S)NCc1ccc2c(c1)cc(C)n2C | 22 | -1.4 | 29 | 28 | 9 | 29 | -7 | -6 | -10
CC1(C)C(c2ccccc2)=[N+]([O-])C2(CCCCC2=O)N1O (centres undefined) | -22 | 0.2 | 8 | -5 | 8 | -3 | 0 | -2 | 2
COc1cc2c(cc1OC)C(c1ccccc1)NCC2 (centres undefined) | 26 | -0.6 | -2 | 4 | 7 | 3 | -3 | -5 | 1
CC(C)OC(=O)c1nn2c(C(F)(F)F)cc(-c3ccco3)nc2c1Cl | 13 | -1.7 | -7 | -3 | -2 | 13 | 3 | -3 | 0
Cc1cccc(-n2c(O)c(C=Nc3c(C)n(C)n(-c4ccccc4)c3=O)c3ccccc3c2=O)n1 | 13 | -0.3&-1.7 | 16 | 21 | 4 | 1 | -3 | 1 | 0&-3
COc1ccccc1C(=O)NNC(=O)C(=O)NCc1ccccc1 | -10 | 0.3 | -41 | -40 | 7 | 0 | -1 | -2 | -1
CCCCOC(=O)n1ccc(C(=O)Nc2ccccc2OC)n1 | 0 | -0.2 | 4 | 14 | 18 | 18 | 1 | -3 | 2
O=C(Nc1ccccc1)c1cn(CCBr)cn1 | -1 | 0.2 | 6 | 5 | 15 | 8 | -3 | 0 | 0

Single values from the results shown.
tim23-1 inh, COc1ccc(NC(=S)NCc2cccs2)cc1OC → -1
MIN6 prolif, CC1(C)C(c2ccccc2)=[N+]([O-])C2(CCCCC2=O)N1O (centres undefined) → 0

Continuation:
canonical_smiles | APJ antagonist | MPTP inh | tim10-1 inh | tim23-1 inh | TIM10 inh | NALP3 yeast inh | MIN6 prolif | APJ agonist | NR3A LBD binder
CC(=O)Oc1ccc(C(=O)Nc2cccc(-c3nnc(-c4ccco4)o3)c2)cc1 | -1 | 2.8 | -2 | 13 | 6 | -4 | -3 | -3 | 3
O=C(CCNC(=O)c1ccco1)Nc1nc2ccccc2s1 | 12 | -1.6 | -2 | 8 | -3 | 7 | -1 | 8 | 3
Cc1cc(C)n(-c2nnc(C)n2NS(=O)(=O)c2ccc(F)cc2)n1 | -8 | -2.2 | -6 | 11 | -10 | 11 | 0 | 4 | 1
COc1ccc(NC(=S)NC23CC4CC(CC(C4)C2)C3)cc1OC | 16 | 0.2 | 30 | 34 | 14 | 11 | -7 | 6 | 0
CN(C)S(=O)(=O)c1ccc(NC(=S)NC(=O)c2ccc(Br)o2)cc1 | 9 | / | 14 | 14 | -13 | 4 | -3 | 1 | /
C=CCn1c(SCC(=O)NCc2ccc3c(c2)OCO3)nc2scc(-c3ccc(F)cc3)c2c1=O | 11 | 2.1 | 23 | -5 | -4 | 10 | -4 | 1 | -2
O=C(COc1ccccc1)NCc1cccs1 | 5 | 2.0 | -3 | 0 | -10 | -19 | 1 | -3 | 0
CCOC(=O)C1(CCSC)NC(c2ccco2)C2C(=O)N(C)C(=O)C21 (centres undefined) | 12 | 0.6 | 18 | 8 | -3 | 17 | 4 | 6 | 0
CC(C)CN(CC(C)C)C(=O)Nc1ccccc1F | 7 | -0.2 | 15 | 7 | -4 | -7 | 0 | -6 | 0
Cc1ccc(C(=O)NCC(=O)OCc2c(F)cccc2Cl)s1 | 2 | -0.7 | 7 | 30 | 13 | 17 | 5 | -2 | 2
O=C1CC(NS(=O)(=O)c2cccs2)CN1c1ccc(F)cc1 (centres undefined) | 14 | -2.3 | -40 | -16 | -35 | 5 | 1 | -4 | 0
Cc1ccccc1C(=O)c1cccn1CC(=O)NCc1ccc2c(c1)OCO2 | -3 | 1.7 | 26 | 20 | 11 | 9 | -1 | 0 | -1
Cc1ccc(-c2nc3ncccc3n2O)cc1 | -20 | -0.1 | -11 | -3 | 12 | 12 | -1 | -1 | 0
Cc1cc(C)c(CN2CCN(C(=O)Cn3cnc(C(=O)Nc4ccc(C)c(C)c4)n3)CC2)c(C)c1 | / | 1.4 | 5 | 39 | -3 | / | / | / | -4
O=c1ccnc(Nc2ccc([N+](=O)[O-])cc2)[nH]1 | 9 | 28 | 7 | 10 | 10 | 24 | -2 | -1 | 1
COc1ccc(CCN(Cc2ccccn2)C(=S)Nc2ccccc2F)cc1OC | 2 | -0.8 | 29 | 23 | 18 | 9 | 0 | 0 | 1
CCOC(=O)c1sc(NC(=O)c2cccs2)cc1C | -29 | -1.0 | 21 | 55* | 34 | 25 | -3 | -3 | 2
CCNC(=O)NC(=O)C(C)OC(=O)C(C)(C)Oc1ccc(Cl)cc1 (centres undefined) | 7 | 3.6 | 24 | 7 | 9 | 6 | 3 | -3 | 0
CCOc1ccc2nc(N/C(N)=N/C(=S)Nc3ccc(OC)cc3)nc(C)c2c1 | -12 | -2.2 | 14 | 20 | 20 | -5 | -2 | -1 | 27*
Cc1cccc(C(=O)NCC(C)NC(=O)c2cccc(C)c2)c1 (centres undefined) | 10 | -0.4 | 6 | 8 | -2 | 5 | 0 | -3 | 1

Next section:
canonical_smiles | APJ antagonist | MPTP inh | tim10-1 inh | tim23-1 inh | TIM10 inh | NALP3 yeast inh | MIN6 prolif | APJ agonist | NR3A LBD binder
O=C(c1ccc(-n2cncn2)c([N+](=O)[O-])c1)N1CCN(c2cccc(Cl)c2)CC1 | -7 | -0.4 | -5 | 8 | -6 | 20 | -4 | 11 | 5
Cc1ccc(CC(=O)N/N=C/c2ccc(OC(=O)c3ccc([N+](=O)[O-])cc3)cc2)cc1 | -33 | 0.1 | 6 | 12 | 0 | -14 | -2 | 1 | 4
Cc1cccc(N(CC(=O)Nc2c(C)n(C)n(-c3ccccc3)c2=O)S(C)(=O)=O)c1C | -1 | -0.8 | 8 | 8 | -4 | 15 | 0 | 3 | 1
C=CCn1c(C)nnc1SCC(=O)Nc1oc(C)c2c(C)n[nH]c(=O)c12 | 16 | 0.0 | 4 | 2 | 5 | 13 | 3 | 0 | 0

The order is random (roughly 7.2% active in at least one column).
